Screening results (PubChem)
G6PDH CS – inhibits Leuconostoc G6PDH, flagging false hits in G6PDH-based assays | Purified L. mesenteroides G6PDH, diaphorase/resazurin coupled fluorescence, 45 min | inhibition, % at 5 µM | 200,000 compounds, 0.12% hits
Diaph act CS – counter-screen for diaphorase-based assays: diaphorase activators and chemical reducers; AID 1229; activation factor at 20 µM; Diaphorase/resazurin coupled assay, resorufin fluorescence, 16 min; stronger effect = higher value; 1 = vehicle wells, 0 = NADH-free wells; 190,000 compounds, 0.005% hits;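 active means diaphorase activity raised at least twofold by the compound at 20 µM; inactive means activation factor below 2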
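Test system: Clostridium kluyveri diaphorase, purified enzyme; input: enzyme 0.07 U/mL final; buffer or medium: 50 mM HEPES pH 7.4 with 4.542 mM MgCl2, 0.005% Tween 20; also added: 0.114 mM NADH and 0.1 mM resazurin, final amounts; schedule: 16 min enzyme reaction, ambient temperature; technique: fluorescence of resorufin, 544 nm excitation, 590 nm emission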
Lmaj promast – Leishmania major promastigote growth inhibition; Leishmania major promastigotes, resazurin fluorescence viability; inhibition, % at 10 µM; 200,000 compounds, 9% hits;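 further: promastigotes grown with compound for 44 hours at 28 °C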
S1P3 antagonist – S1P3 (human) receptor antagonism | Q99500 | CHO S1P3 NFAT-BLA reporter, FRET fluorescence, antagonist mode | inhibition, % at 4.98 µM | 170,000 compounds, 0.27% hits | AID 485;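 active means inhibition above the plate cutoff, the mean inhibition of test wells on that plate plus 3 SD, cut at about 28% in these data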;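 further: cells challenged with S1P at its EC80 of 0.8 µM; blue over green emission ratio from cleaved BLA substrate after 4 h stimulation; 0% = S1P-stimulated wells and 100% = unstimulated DMSO-only wells; some compounds past the cut are filed as inactive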
Hsp70 act – Hsp70 transcriptional activation, primary screen; HeLa Hsp70 promoter luciferase reporter, luminescence; scaled: vehicle 0, proteasome-inhibitor control 100%; activation, % at 10 µM; 200,000 compounds, 0.04% hits; AID 1203;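 active means activation above the mean across all tested compounds plus 3 SD, cutoff set per campaign, cut at about 5.5% in these data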;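 further: 100% = MG132 at 30 µM as the positive control and 0% = DMSO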
Diaph inh CS – counter-screen for diaphorase-based assays: diaphorase inhibitors and chemical oxidizers | inhibition, % at 20 µM | AID 1217 | diaphorase resazurin-to-resorufin fluorescence, NADH, 16 min; bacterial (C. kluyveri) enzyme, not human | 190,000 compounds, 0.69% hits;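 active means primary screen inhibition at 20 µM above a set limit, cut at about 50% in these data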;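 further: plate controls were DMSO with full reaction for no effect and wells lacking NADH for full effect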
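Test system: Clostridium kluyveri diaphorase enzyme / Quantity: diaphorase at 0.14 U/mL in enzyme working solution / Incubation: 16-min room-temperature incubation before reading / Benchmarks: NADH-free wells as positive control, DMSO-only neutral wells / Signal: resorufin fluorescence 544/590 nm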
PMI act hi M6P – PMI (human) activation, high substrate. coupled PMI enzyme assay, resazurin fluorescence, 20 min; stronger effect = higher value; 1 = untreated enzyme, 0 = substrate-free blank. activation factor at 20 µM. 190,000 compounds, 0.34% hits. AID 1216;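 active means activation factor of 2 or more at 20 µM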
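assay system = human phosphomannose isomerase with PGI, G6PDH, diaphorase coupling enzymes | quantity = 15 ng/mL PMI | incubation = enzyme reaction with compound 20 min at room temperature | medium = HEPES pH 7.4 buffer with MgCl2 and Tween-20 | compound dosing = one concentration, 20 µM, in 1% DMSO | measured by = Diaphorase-driven resazurin-to-resorufin fluorescence, excitation 544, emission 590 nm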
PMI act – activators of human phosphomannose isomerase; P34949; activation factor at 20 µM; AID 1214; 190,000 compounds, 0.005% hits; purified human PMI, coupled resazurin fluorescence, 20 min; stronger effect = higher value; 1 = vehicle control, 0 substrate-free wells;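 active means activation factor of 2 or more at 20 µM, relative to plate controls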
RAM inhibit – blocks the yeast RAM network. S. cerevisiae dse1pr::URA3 reporter, 5-FOA growth OD615, 2 d; analog-sensitive cbk1-as2 kinase mutant strain. inhibition, % at 50 µM. AID 868. 190,000 compounds, 1.8% hits;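 active means inhibition above a set limit, 3 SD over mean compound inhibition, cut at about 8.4% in these data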;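 further: 0% = DMSO-only wells with no growth and 100% = 10 µM 1-NA-PP1 full growth; inhibition rescues growth on 5-FOA so higher OD means more RAM inhibition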
TLR4-MyD88 BLA – blocks binding of human TLR4 to MyD88; O00206+Q99836; HeLa CL3-4 TLR4/MyD88 BLA complementation, FRET ratio; inhibition, % at 8.4 µM; 200,000 compounds, 0.18% hits; in the data active means inhibition above about 25%;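 further: 0% = vehicle and 100% = reference inhibitor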
Target sequence (O00206 whole entry, looked up): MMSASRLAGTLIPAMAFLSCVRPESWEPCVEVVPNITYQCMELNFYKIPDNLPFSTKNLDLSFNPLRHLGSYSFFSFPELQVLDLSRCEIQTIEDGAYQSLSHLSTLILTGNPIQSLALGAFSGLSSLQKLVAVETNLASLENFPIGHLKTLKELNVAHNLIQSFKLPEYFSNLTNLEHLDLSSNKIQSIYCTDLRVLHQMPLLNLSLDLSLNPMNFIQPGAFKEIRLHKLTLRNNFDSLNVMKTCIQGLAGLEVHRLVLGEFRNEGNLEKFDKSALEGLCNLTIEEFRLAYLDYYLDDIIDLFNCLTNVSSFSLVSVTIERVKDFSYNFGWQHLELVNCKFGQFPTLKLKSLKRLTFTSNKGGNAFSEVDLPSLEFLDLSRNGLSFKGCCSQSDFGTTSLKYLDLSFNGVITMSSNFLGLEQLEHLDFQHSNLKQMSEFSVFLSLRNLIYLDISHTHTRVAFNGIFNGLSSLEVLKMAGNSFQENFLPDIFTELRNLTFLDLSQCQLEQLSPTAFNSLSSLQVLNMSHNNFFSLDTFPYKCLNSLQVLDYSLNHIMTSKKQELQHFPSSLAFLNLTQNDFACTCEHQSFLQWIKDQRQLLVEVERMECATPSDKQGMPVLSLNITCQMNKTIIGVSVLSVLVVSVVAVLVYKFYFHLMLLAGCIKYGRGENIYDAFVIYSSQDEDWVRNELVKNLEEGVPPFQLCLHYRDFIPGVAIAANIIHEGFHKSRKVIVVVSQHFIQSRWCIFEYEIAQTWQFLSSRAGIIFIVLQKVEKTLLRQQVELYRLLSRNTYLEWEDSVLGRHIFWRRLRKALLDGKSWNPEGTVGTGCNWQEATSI
Target sequence (Q99836 whole entry, looked up): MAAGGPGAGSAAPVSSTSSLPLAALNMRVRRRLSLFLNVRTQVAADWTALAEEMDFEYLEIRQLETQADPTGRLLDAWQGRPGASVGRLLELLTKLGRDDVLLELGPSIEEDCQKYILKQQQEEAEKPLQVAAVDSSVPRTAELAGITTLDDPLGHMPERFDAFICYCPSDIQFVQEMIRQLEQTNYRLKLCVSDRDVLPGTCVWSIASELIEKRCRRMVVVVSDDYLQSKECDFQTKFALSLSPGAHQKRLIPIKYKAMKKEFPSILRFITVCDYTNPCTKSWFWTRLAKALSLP
Redox H2O2 prof – compounds producing H2O2 with reducing agent – biochemical, NIH compound library profiling, artefact control for MLSCN library redox annotation, primary screen; activation, % at 10 µM; 200,000 compounds, 0.03% hits; DTT-dependent redox cycling H2O2, phenol red/HRP absorbance; 100% = 100 µM peroxide control, 0% = buffer;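 active means activation of at least 50% relative to the plate's high and low controls in the primary single-dose screen; inactive means activation below 50%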;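 further: compound incubated with DTT at 0.8 mM final as the reducing agent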
* marks the source's active call; other numbers are inactive results; . = no result given; & = joins results of further samples. Unless noted, no stated cut-off is given here; in the data, active means inhibition above about 50%; inactive means the rest.

SMILES	G6PDH CS	Diaph act CS	Lmaj promast	S1P3 antagonist	Hsp70 act	Diaph inh CS	PMI act hi M6P	PMI act	RAM inhibit	TLR4-MyD88 BLA	Redox H2O2 prof
CCOc1ccccc1NC(=O)C(OC(=O)c1ccc(CC)cc1)c1ccccc1 (stereo not drawn)	0.5	0.8	-1.6	1.2	-0.3	15.0	0.9	0.9	14.7*	1.9	0.0
CCOC(=O)C1=C(C)NC(C)=C(C(=O)OCC)C1	0.1	1	-2.2	-8.6&9.2	-0.5	3.1	1.1	1	3.0	11.1	0.6
CCCCCn1c(=NC(=O)c2ccco2)c(C(=O)OCC)cc2c(=O)n3ccccc3nc21	3.4	0.9	49.3	5.7	0.0	6.1	0.9	0.9	2.0	-13.3	3.1
CCC(NC(=O)C1(C)CC1(Br)Br)c1ccc(C)cc1 (stereo not drawn)	5.9	0.8	25.9	.	-0.2	15.8	0.9	1	3.1	-2.1	9.1
COc1ccc(CCn2c(=S)[nH]c3cc(C(=O)N4CCOCC4)ccc3c2=O)cc1OC	11.0	0.8	5.0	-7.3	0.1	17.6	0.9	0.9	7.6	7.0	-0.4
CSc1nc2cc(S(=O)(=O)N3CCOCC3)ccc2s1	8.1	0.9	-1.0	7.4	-0.2	10.2	0.9	0.8	1.2	-1.8	2.3
Cc1cc(C)nc(SCc2nnc(SCC(=O)Nc3ccc(C)c(C)c3)n2Cc2ccco2)n1	-0.6	0.9	8.3	7.0	-0.1	9.8	0.9	0.9	2.5	5.9	-0.2
CCOC(=O)C1=CN(c2cccc(F)c2)C=C(C(=O)OCC)C1c1cc(OC)c(O)c([N+](=O)[O-])c1	-22.4	0.9	-9.0	.	-0.2	8.9	0.9	0.9	6.0	3.7	-0.5
CCOc1ccc(S(=O)(=O)N(CC)CC)cc1NS(=O)(=O)c1ccc(F)c(F)c1F	-5.2	0.9	60.0*	-13.8	0.0	10.9	1	0.9	3.6	0.7	0.6
C/C(=N\NC(=O)c1ccccc1)c1ccc(-n2ccnc2)cc1	-9.4	1	-1.6	-13.2	-0.1	4.1	1	0.9	3.3	-9.4	0.3
CCC(C)NC(=O)c1ccccc1-c1nc2ccccc2[nH]1 (stereo not drawn)	8.9	0.9	2.3	-12.1	-0.3	7.8	0.9	1.1	-0.6	6.8	0.0
COc1cccc(C(=O)N2CCC(N3CC(C)OC(C)C3)CC2)c1 (stereo not drawn)	10.1	0.8	73.5*	-26.2	-0.2	21.9	1	1	0.9	-11.3	0.0
CCOC(=O)c1c(N)sc(C(=O)Nc2ccccc2F)c1C	9.2	0.8	23.9	-6.8	-0.4	17.0	0.9	0.9	4.3	-13.6	-0.9
CCOC(=O)c1c(NC(=O)Cn2cnc([N+](=O)[O-])n2)sc2c1CCCC2	-9.1	0.9	91.9*	12.5	-0.3	14.7	0.8	0.8	3.6	2.5	0.1
CCC(=O)Nc1c(C)nn(C(=O)CC)c1C	13.2	1.1	-2.5	4.7	-0.5	-5.1	1.1	1.1	1.0	-15.4	2.1
Cc1[nH]c2ccccc2c1C(=O)CN1C(=O)C(=O)N(Cc2ccco2)C1=O	9.6	1.1	-6.8	-7.2	-0.4	-10.2	1.1	1.1	0.6	5.3	-0.2
CC1(C)CC(=O)C=C(C(=O)N2CCCC(CCC(=O)NCc3ccccc3F)C2)O1 (stereo not drawn)	-6.8	0.8	-0.9	-2.0	0.2	15.2	1	0.9	0.0	-7.9	-1.6
Cc1ccc(C(=O)Nc2ccc(Br)c(C(F)(F)F)c2)cc1	0.1	0.8	8.6	.	-0.4	15.7	0.9	0.8	2.2	-3.6	1.7
CCCCOC(=O)c1nc[nH]c1C(=O)OCCCC	5.9	1	-0.2	-0.5	-0.1	4.6	1.1	1	0.4	11.8	0.5
NC(=O)c1c(N)sc(=S)n1CC1CCCO1 (stereo not drawn)	-6.4	0.9	-1.3	-9.9	-0.1	5.3	1.1	1.1	1.3	3.4	1.8
CCOc1cc(N2CCOCC2)c(OCC)cc1NC(=O)CSc1ncn[nH]1	20.0	0.8	4.3	-7.6	0.1	24.0	0.5	1.1	-0.2	-14.4	-0.9
COc1ccc2[nH]c3c(N4CCN(Cc5ccc6c(c5)OCO6)CC4)ncnc3c2c1	1.4	0.8	55.9*	.	-0.2	16.3	0.9	0.9	0.3	-20.4	-0.5
O=c1c2ccccc2cnn1-c1ccc2ccccc2c1	-1.9	0.9	-16.8	.	-0.2	10.5	1	0.9	5.0	-2.1	0.8
CC(C)OC(=O)CSc1nnc(-c2ccncc2)n1N	0.4	1	0.2	.	-0.5	3.2	1	1	-0.7	-11.8	-0.5
COc1ccc(NC(=O)c2cc3cccc(OC)c3oc2=Nc2ccc(C(=O)O)cc2)cc1OC	-1.6	0.2	15.4	-7.4	-0.1	77.8*	0.9	0.9	0.6	-0.5	-1.8
Cc1cc(-c2cc(C(=O)O)c3ccccc3n2)c(C)s1	17.3	0.8	-3.8	-18.1	0.0	15.2	1	1	0.3	-11.1	-0.2
Cc1ccc(NS(=O)(=O)c2cc(-c3n[nH]c(=O)c4ccccc34)ccc2C)cc1	-2.6	0.9	26.0	2.3	-0.3	9.7	0.9	1	4.7	-0.1	-0.7
COc1ccc(N=Cc2oc3ccc4ccccc4c3c2O)cc1	-2.1	0.9	-8.1	-8.7	0.0	12.0	0.9	1.1	0.7	18.3	-0.2
C/C(=N\NS(=O)(=O)c1ccc([N+](=O)[O-])cc1)c1ccc(NC(=O)c2ccco2)cc1	1.1	0.8	-7.7	-17.2	0.0	17.2	1.2	1.1	4.5	-13.5	-0.9
CC(=O)NCCOC(=O)Nc1sc(=S)n(C)c1C	1.6	0.9	-9.6	.	-0.4	8.8	1.1	1	-0.8	9.8	-0.8
Cc1ccc(/C([O-])=C(/C(=S)Nc2ccc(SC(F)F)cc2)[n+]2ccccc2)cc1[N+](=O)[O-]	5.5	1	28.6	0.0	0.2	-0.2	0.9	0.7	4.5	-8.8	-2.1
c1ccc(OCCCN2CCCC2)cc1	4.2	1.1	-0.3	.	-0.3	-5.5	1.1	1.1	0.2	0.7	0.1
Cc1nc(-c2ccc(S(=O)(=O)N3CCCCCC3)cc2)cs1	-7.0	0.9	-4.9	-9.6	-0.4	13.4	1	0.9	3.2	-1.6	-0.6
Cc1c(NC(=S)Nc2ccc(Cl)cc2)c(=O)n(-c2ccccc2)n1C	14.2	0.9	-1.4	0.0	-0.3	9.1	1	0.9	0.6	4.8	-0.8
C=CCSc1nc2ccccc2n1C(=O)/C=C/c1ccc(OC)c(OC)c1	5.2	1	71.2*	.	0.2	4.4	0.9	1	6.3	-1.4	-2.5
O=C(CSc1nnnn1-c1cccnc1)NCc1cccs1	9.8	0.8	7.0	-8.0	0.6	16.3	0.9	1	1.6	-10.9	-1.2
CCOc1ccc2ccccc2c1/C=N/n1cncn1	-7.1	0.9	-2.4	-14.9	-0.3	11.4	0.9	0.8	-1.6	7.6	0.7
COc1ccc(NC(=O)c2cc3c(Cl)nc4ccccc4c3s2)cc1OC	-2.4	0.9	-3.9	11.7	0.2	7.7	1	0.9	5.3	-23.5	0.2
O=C(Nc1ccc(-c2nc3ccccc3[nH]2)cc1)c1ccco1	-49.4	0.9	2.4	-22.0	-0.2	12.4	1	0.9	9.5*	-16.3	0.6
Cc1csc(NC(=O)c2nc3nc(C)cc(C)n3n2)n1	6.9	1.1	77.1*	-16.0	-0.2	-14.4	1.1	1.1	1.4	-10.7	-0.6
O=c1c([N+](=O)[O-])c(N2CCOCC2)c2ccccc2n1-c1ccccc1	7.7	.	-3.4	-7.2	-0.3	.	.	.	6.5	11.6	7.2
CC12CCC(C(=O)NCC3CCCO3)(OC1=O)C2(C)C (stereo not drawn)	10.0	0.9	-3.3	-28.0	-0.3	5.9	1	1	1.0	-8.7	0.0
O=C(O)CSC1c2ccccc2C(=O)N1Cc1ccccc1 (stereo not drawn)	-2.2	1	-1.8	.	-0.1	1.7	1	1	0.3	-3.6	1.3
CC(C)Oc1ccc(CNC2CCOC(C)(C)C2)cc1 (stereo not drawn)	2.3	1.1	86.3*	9.7	-0.2	-7.9	1.1	1	-0.2	-8.2	0.0
COC(=O)CSc1nccc(-c2cccs2)n1	7.4	0.8	1.9	-15.2	-0.3	15.8	1	1	0.0	-2.2	-2.1
Cc1noc(C)c1COc1cccc(C(=O)Oc2ccc3c(c2)OCO3)c1	-28.3	0.8	24.9	-10.9	-0.5	17.2	0.9	0.8	6.1	-5.3	3.7
CCCc1ccc(OCC(=O)O)cc1	11.4	0.8	-3.1	-29.6	-0.6	18.3	0.8	0.8	-0.7	1.4	-1.8
O=c1c(Cl)c(N/N=C/c2ccc(Cl)cc2)cnn1-c1ccccc1	-19.3	1	26.6	-16.7	-0.5	0.0	1	0.9	0.4	-7.2	0.4
Cc1nc(-c2ccc3c(c2)OCO3)cs1	4.5	1	-3.8	.	-0.1	3.0	1	1	2.2	-19.5	-3.2
Cc1cc(C)n(-c2nc3ccccc3nc2N2CCN(C(=O)c3ccc(F)cc3)CC2)n1	-5.4	0.9	10.3	10.1	0.6	11.2	1	1	-0.2	-0.1	2.1
N#Cc1c2n(c3c(=O)n(Cc4ccccc4)cnc13)CCCC2	-4.6	0.9	5.7	-6.1	-0.3	7.4	1	1	0.6	9.9	1.6
COc1ccc(S(=O)(=O)N(CCCN2CCCC2=O)Cc2cc3cc(C)c(C)cc3[nH]c2=O)cc1	-0.1	0.8	10.9	-6.5	-0.1	21.4	1	1	-0.2	2.8	1.6
